Compound activity as filed in PubChem BioAssay.
Pf apPOL inh: Pf-apPOL DNA polymerase inhibition; AID 1794808; Recombinant Pf-apPOL, molecular beacon fluorescence, 1.5 h; inhibition, % at 10 µM; 210,000 compounds, 0.25% hits
mHTT-CaM PPI inh: mHTT-calmodulin interaction abrogation | P42858 | AlphaScreen His-mHTT/GST-CaM binding, luminescence | inhibition, % at 15 µM | 190,000 compounds, 3.6% hits | AID 1671202;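 also: 0% = both proteins with DMSO and 100% = one protein alone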
Starred values were filed as active, the others as inactive; / = not tested or not shown; & = joins results of further samples. Rule as the data show it: active = inhibition above about 50%; inactive = the rest.

A first look (5 entries):
(1) Cc1c(C2=N/C(=C/c3coc4ccccc4c3=O)C(=O)O2)cccc1[N+](=O)[O-]
(2) Cc1ccc(S(=O)(=O)N2CCN(C(=O)CN3CCOCC3)C2)cc1
(3) COc1ccc(N2C(=O)CSC2c2ccc(F)c(F)c2)cc1 (configuration not stated)
(4) CC(C)(C)C(O)CCNC(=O)C(=O)Nc1ccc2c(c1)OCCO2 (configuration not stated)
(5) COc1ccc(CN2C(=O)c3ccccc3C2C(=O)NC2CCCC(C)C2C)c(OC)c1 (configuration not stated)
assay / compound | 1 | 2 | 3 | 4 | 5
Pf apPOL inh | -1.5 | 2.5 | -1.0 | 3.1 | -4.8
mHTT-CaM PPI inh | -9.0 | -2.0 | 2.0 | -9.9 | 8.0

The whole of this part, previewed entries included:
(1) Cc1c(C2=N/C(=C/c3coc4ccccc4c3=O)C(=O)O2)cccc1[N+](=O)[O-]
(2) Cc1ccc(S(=O)(=O)N2CCN(C(=O)CN3CCOCC3)C2)cc1
(3) COc1ccc(N2C(=O)CSC2c2ccc(F)c(F)c2)cc1 (configuration not stated)
(4) CC(C)(C)C(O)CCNC(=O)C(=O)Nc1ccc2c(c1)OCCO2 (configuration not stated)
(5) COc1ccc(CN2C(=O)c3ccccc3C2C(=O)NC2CCCC(C)C2C)c(OC)c1 (configuration not stated)
(6) Cc1cc(NC(=O)CN(c2cccc([N+](=O)[O-])c2)S(C)(=O)=O)ccc1Br
(7) O=C(O)C(Cc1ccccc1)NS(=O)(=O)c1cccc(C(F)(F)F)c1 (configuration not stated)
(8) COc1ccc(CNC(=O)C2(C)Cc3ccccc3C(=O)N2Cc2cccc(F)c2)cc1 (configuration not stated)
assay / compound | 1 | 2 | 3 | 4 | 5 | 6 | 7 | 8
Pf apPOL inh | -1.5 | 2.5 | -1.0 | 3.1 | -4.8 | -0.1 | -9.3 | -1.7
mHTT-CaM PPI inh | -9.0 | -2.0 | 2.0 | -9.9 | 8.0 | 41.9 | 5.0 | -2.0

(9) COc1ccc(Br)cc1CC(=O)O
(10) CCCCCn1c(=N)c(S(=O)(=O)c2ccccc2)cc2c(=O)n3cccc(C)c3nc21
(11) O=C(C1CC1)N1CCc2cc(Br)cc(S(=O)(=O)NCc3ccco3)c21
(12) O=S1(=O)C=CC(Nc2ccccc2)C1 (configuration not stated)
(13) Cc1cccc(NC(=O)C(=O)NC(C)C)c1C
(14) O=C(Nc1ccc(OC(F)(F)F)cc1)C1CCCN(S(=O)(=O)c2cccs2)C1 (configuration not stated)
(15) Nc1nnc(SCc2c(-c3ccccc3)nnn2-c2ccc(F)cc2F)s1
(16) O=C(NCc1ccc(F)cc1Cl)C1CC(=O)N(CCc2ccccc2)C1 (configuration not stated)
assay / compound | 9 | 10 | 11 | 12 | 13 | 14 | 15 | 16
Pf apPOL inh | -1.9 | 12.1 | -1.1 | -4.1 | -8.0 | 1.0 | -9.3 | -2.2
mHTT-CaM PPI inh | -6.2 | 0.0 | -1.0 | -6.6 | -0.6 | -7.0 | / | -2.4

Full records as entered above. Screens in order: Pf apPOL inh	mHTT-CaM PPI inh
`O=C(Nc1ccc(OC(F)(F)F)cc1)C1CCCN(S(=O)(=O)c2cccs2)C1` (configuration not stated) is listed with 1.0	-7.0
`COc1ccc(CNC(=O)C2(C)Cc3ccccc3C(=O)N2Cc2cccc(F)c2)cc1` (configuration not stated) is listed with -1.7	-2.0

The listing continues:
(17) Cc1nn(-c2ccccc2Cl)c(C(C)C)c1C(=O)NCc1ccccn1
(18) Cc1cc(NC(=O)CSc2nc3ccccc3c(=O)n2CCCN2CCCCC2)n[nH]1
(19) CCN(Cc1ccccc1)C(=O)c1noc2c1CCCCC2
(20) Cn1cc(N)c(C(F)(F)F)n1
(21) CCCn1cc(SCC(=O)N2CCc3ccccc32)c2ccccc21
(22) Cc1ccccc1-c1nc(C2CCN(S(=O)(=O)c3ccc(Cl)cc3C)CC2)no1
(23) O=C1CC(NC23CC4CC(CC(C4)C2)C3)C(=O)N1Cc1ccccc1 (configuration not stated)
(24) CC(=O)N1CCC2(CC1)N=C(c1ccc(Cl)cc1)CC(c1cc(Cl)ccc1O)N2 (configuration not stated)
assay / compound | 17 | 18 | 19 | 20 | 21 | 22 | 23 | 24
Pf apPOL inh | -3.6 | -36.5 | 1.6 | / | -5.1 | -5.1 | -1.4 | -1.8
mHTT-CaM PPI inh | 2.0 | 2.0 | -40.3 | -5.1 | -16.0 | -14.8 | -9.7 | 9.7

(25) Cc1c(C#N)c(Sc2n[nH]c(-c3cc(Cl)cc(Cl)c3)n2)nc2ccccc12
(26) Cn1nc(C(C)(C)C)cc1C(=O)NCc1ccc2c(c1)CCO2
(27) CCOc1cccc(-c2noc(-c3ccc4c(c3)OCO4)n2)c1
(28) COc1ccc2oc(=O)c(C(=O)Nc3c(F)cccc3F)cc2c1
(29) CC12CC3CC(C)(C1)CC(CN=Cc1ccc([N+](=O)[O-])cc1)(C3)C2
(30) Cc1cc(NS(=O)(=O)c2ccc(NC(=O)COc3cc(C)c(Cl)c(C)c3)cc2)nc(C)n1
(31) CCCCSc1nnc2c(n1)OC(C)N(C(C)=O)c1ccccc1-2 (configuration not stated)
(32) CCC(=O)NCc1nc2c(n1CC)CN(S(=O)(=O)c1ccc(F)c(F)c1)CC2
assay / compound | 25 | 26 | 27 | 28 | 29 | 30 | 31 | 32
Pf apPOL inh | -7.0 | -17.6 | -1.2 | 3.0 | 4.2 | 3.7 | -0.9 | -1.4
mHTT-CaM PPI inh | / | / | -13.8 | -5.0 | 5.0 | 38.0 | 1.0 | 3.6

(33) O=C1OC(c2ccccc2Cl)=N/C1=C\c1ccc(Cl)cc1
(34) CC(C)C(=O)Nc1c2c(nc3ccccc13)N(C)CC2
(35) COc1ccc(C=Nc2ccccc2Sc2c(C)n[nH]c2C)cc1
(36) CCOc1ccc(NC2=NS(=O)(=O)c3ccccc32)cc1
(37) CC(=O)N(C1=NCCC(=O)S1)c1ccc(Cl)cc1
(38) Fc1ccc(Nc2nc(Oc3ccc4c(c3)OCO4)nc(N3CCOCC3)n2)c(F)c1
(39) CCC(=O)N1CCN(c2nc3c(s2)CC(C(=O)NCc2ccccc2)CC3)CC1 (configuration not stated)
(40) COc1ccc(C2NCCS2)cc1 (configuration not stated)
assay / compound | 33 | 34 | 35 | 36 | 37 | 38 | 39 | 40
Pf apPOL inh | -6.8 | -4.3 | 0.8 | -1.2 | 1.7 | -6.3 | -3.5 | 9.2
mHTT-CaM PPI inh | 3.0 | 8.9 | -1.0 | -2.0 | / | 7.0&7.0 | 17.4 | 2.8

(41) Cc1cccc(CN2CCCn3nc(C(=O)Nc4ccc(Cl)cc4C)cc3C2=O)c1
(42) Cc1cccc2c1NC(=O)C2=Nc1ccc(C(=O)O)cc1
(43) CCCCNC(=O)c1cn(CCOC)c(=O)c2c1c1ccccc1n2C
(44) COc1ccccc1NC(=O)c1cc2c(n1C)CCN(Cc1ccc(C)cc1)C2
(45) CCCNC(=O)C1CCN(c2nnc(-c3ccccc3)o2)CC1
(46) CCOC(=O)CNC(=S)NN(C)C
(47) CCOCCCNC(=O)c1ccc2c(c1)nc(C)n2-c1ccc(CC)cc1
(48) CCOC(=O)N1CCc2c(sc(NC(=O)C3CCCN(S(C)(=O)=O)C3)c2C#N)C1 (configuration not stated)
assay / compound | 41 | 42 | 43 | 44 | 45 | 46 | 47 | 48
Pf apPOL inh | -1.2 | -1.4 | -6.8 | -3.9 | -2.4 | -4.8 | -1.2 | -11.3
mHTT-CaM PPI inh | -4.8 | 0.0 | 0.0 | 24.9 | 19.3 | / | 11.0 | -11.4

(49) COc1cc(-c2[nH]nc3c2C(c2ccoc2)C(C#N)=C(N)O3)cc(OC)c1OC (configuration not stated)
(50) CCOc1ncccc1C(=O)NCCn1ncc2c(=O)n(Cc3ccc(C)cc3)cnc21
(51) O=C1OCCN1C(=O)[C@H]1[C@H](c2ccccc2)C(c2ccccc2)=NN1c1ccccc1
(52) Cc1ccc(-c2csc(NC(=O)C3CCCO3)n2)cc1 (configuration not stated)
(53) COc1ccc(N(C(=O)Cn2nnnc2N)C2(C(=O)Nc3ccc(C)cc3)CCCCC2)cc1
(54) CC(=O)Nc1cccc(N2CC(C(=O)NCc3cccc(C)c3)CC2=O)c1 (configuration not stated)
(55) Cc1cc(F)ccc1NC(=O)Cc1nc(-c2ccccn2)n[nH]1
(56) c1cc(Nc2ncnc3sc4c(c23)CCC4)ccn1
assay / compound | 49 | 50 | 51 | 52 | 53 | 54 | 55 | 56
Pf apPOL inh | -8.5 | 2.8 | 2.1 | 8.1 | -10.9 | -1.6 | -12.2 | 4.3
mHTT-CaM PPI inh | 9.0 | -7.1 | -53.6 | 21.0 | 37.0 | 0.3 | 99.2* | 3.6

(57) CSC(Nc1ccc(Cl)cc1)=C(C#N)C(=O)c1cc(-c2ccccc2)c(C(F)(F)F)s1
(58) O=C(Nc1ccc(-c2cn3c(n2)SCC3)cc1)c1cccnc1Oc1ccccc1
(59) CC1=CC(=O)N(CCO)C1c1ccc(Cl)cc1 (configuration not stated)
(60) COc1ccc(C(=O)c2c(N)sc3c2CCCC3)cc1
(61) CC(C)(C)c1ccc(C(=O)Nc2nnc(C3CC(=O)N(c4ccc(F)cc4)C3)o2)cc1 (configuration not stated)
(62) CCN(CC)CC(O)COc1ccc(C23CC4CC(CC(C4)C2)C3)cc1 (configuration not stated)
(63) O=C1C(=O)N(CN2CCN(CCO)CC2)c2ccccc21
(64) c1ccc(-n2cnnc2C2CCN(Cc3ccc[nH]3)CC2)cc1
assay / compound | 57 | 58 | 59 | 60 | 61 | 62 | 63 | 64
Pf apPOL inh | 0.4&-1.7 | -7.7 | -4.1 | -2.9 | 1.3 | -4.5 | 1.5 | 14.6
mHTT-CaM PPI inh | / | / | 1.6 | 32.3 | -1.6 | 98.6* | 5.0 | 25.4

(65) Brc1ccc(-c2csc(N3CCOCC3)n2)cc1
(66) CC(NC(=O)CN(c1ccccc1)S(=O)(=O)c1ccccc1[N+](=O)[O-])c1ccccc1 (configuration not stated)
(67) CN(C)c1ccc(NC(=O)CCCOc2ccc(Cl)cc2)cc1
(68) O=C(Nc1ccc(F)cc1)C1CC(=O)N(Cc2cccc(Br)c2)C1 (configuration not stated)
(69) CN(Cc1ccco1)S(=O)(=O)c1ccc(C(=O)Nc2nccs2)cc1
(70) Cc1ccc(NC(=O)CSc2nnc(N)s2)cc1Cl
(71) Cc1coc2c(I)c3oc(=O)cc(C)c3cc12
(72) Cc1cc(-c2nnc(SCC(N)=O)o2)c(C)o1
assay / compound | 65 | 66 | 67 | 68 | 69 | 70 | 71 | 72
Pf apPOL inh | -1.5 | 1.6 | 2.1 | -3.8 | -0.9 | 0.2 | -6.4 | -0.9
mHTT-CaM PPI inh | -5.5 | 9.2 | 10.3 | -5.1 | 1.2 | -1.4 | -3.0 | -6.4

(73) CC(C)n1ccc(-c2nnc(NC(=O)C3CCCN(S(C)(=O)=O)C3)o2)n1 (configuration not stated)
(74) CC(=O)Nc1ccccc1NC(=O)Cc1ccc([N+](=O)[O-])cc1
(75) CCS(=O)(=O)N1CCCC(OCc2nc(-c3ccccc3)no2)C1 (configuration not stated)
(76) COc1ccc(CCN2C(=O)CC(N3CCC(C(N)=O)CC3)C2=O)cc1OC (configuration not stated)
(77) COc1ccc(-n2ncc(C(=O)N3CCCCC3)c2C)cc1
(78) Cc1csc2c(NC(C)C)ncnc12
(79) Cc1ccccc1-c1c(C)oc2c(CN(C)C)c(O)ccc2c1=O
(80) O=C(C=Cc1cc([N+](=O)[O-])ccc1Sc1ccc(C(F)(F)F)cn1)Oc1ccc(Cl)cc1
assay / compound | 73 | 74 | 75 | 76 | 77 | 78 | 79 | 80
Pf apPOL inh | -0.3 | -0.5 | -8.0 | 0.4 | -11.1&-9.4 | -6.4 | 6.6 | -10.8
mHTT-CaM PPI inh | 18.1 | 3.7 | -17.8 | -0.5 | / | / | 3.3 | /

(81) CCC(=O)N1CCC2(CC1)NC(=O)c1cc(C)ccc1N2
(82) CCOCCCNC(=O)c1ccc2c(c1)nc(C)n2-c1cccc(Cl)c1
(83) Cc1nn(-c2ccc([N+](=O)[O-])cc2)c2[nH]c3ccccc3c(=O)c12
(84) COC(=O)CSc1nnc(-c2ccncc2)n1-c1ccc(OC)cc1
(85) CC1=NCCN1S(=O)(=O)c1cccc([N+](=O)[O-])c1
(86) O=c1c2c(nc(NCCO)n1-c1ccccc1)-c1ccccc1CC21CCCCC1
(87) Cc1n[nH]c(C)c1CCCOc1ccc([N+](=O)[O-])cc1
(88) O=C(Nc1ccc2c(c1)OCCO2)c1cnc2n(c1=O)CCS2
assay / compound | 81 | 82 | 83 | 84 | 85 | 86 | 87 | 88
Pf apPOL inh | -0.4 | -3.6 | -2.4 | 0.3 | -6.1 | 6.8 | 0.8 | -2.6
mHTT-CaM PPI inh | -8.9 | 10.0 | / | 0.7 | 1.3 | 20.0 | -3.7 | -1.0

(89) CS(=O)(=O)N(CC(=O)Nc1ccc2c(c1)OCO2)c1ccc(Cl)cc1
(90) O=C(NNC(=S)NCc1ccco1)c1cc(OCC(F)(F)F)nc(OCC(F)(F)F)c1
(91) O=C(Nc1ccc(N2CCN(C(=O)c3ccccc3)CC2)nc1)c1ccc(F)cc1
(92) CCOCCCNC(=O)c1cnn2c(C)c(Cc3cc(C)ccc3C)c(C)nc12
(93) CN(C)c1ccc(NC(=O)CCCc2ccccc2)cc1
(94) O=C(Nc1ccc(F)cc1)C1CCc2nc(N3CCOCC3)ncc2C1 (configuration not stated)
(95) CNC(=O)N1CCCC(c2cccc(C(=O)N3CCN(c4cccc(C)c4C)CC3)c2)C1 (configuration not stated)
(96) CC1(C)CC(n2c(SCC(N)=O)nc3c(c2=O)C2(CCCCC2)Cc2ccccc2-3)CCO1 (configuration not stated)
assay / compound | 89 | 90 | 91 | 92 | 93 | 94 | 95 | 96
Pf apPOL inh | -2.9 | -146.8 | -2.5 | -7.3 | -1.7 | -4.6 | -8.9 | 6.4
mHTT-CaM PPI inh | 8.1 | / | 2.8 | 30.0 | 23.7 | -0.3 | 64.1* | 30.3
